Dynein cargo inh: blocks dynein driven cargo transport along microtubules; 3617.4 mouse cells, GR-EGFP nuclear translocation imaging; test concentration mostly 20 µM; stimulated with dexamethasone, 1 µM; active compounds read low; z-score, hits read low; hit rate 0.47% among 220,000;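 active = plate z-score of nuclear minus cytoplasmic receptor signal below a set negative limit, without overly bright fluorescence or cell loss, cut at about -3.5 in these data, passing the limit was not always enough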;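 also: z-score of nuclear minus cytoplasmic ring GR-EGFP intensity difference per well; some compounds called inactive have numbers as strong as hits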
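medium = tetracycline-free induction medium containing charcoal-stripped FBS | also added = 1.0 µM final dexamethasone stimulus | schedule = 48 h induction, 1 h compound, 30 min dex at 37 °C | technique = fixed, Hoechst-stained cells imaged at 10x for EGFP | measure = GR-EGFP nuclear translocation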
KOR beta-arrestin-1: kappa opioid receptor blockers – cell-based, luminescence, uHTS (AID 1778); hit rate 0.091% among 290,000; KOR beta-arrestin recruitment, luminescence, antagonist mode; higher % means a stronger effect; one-dose inhibition, % at 10 µM; IC50 in µM for titrated hits; also: strong numbers were not always called active
GPR55 beta-arrestin: GPR55 agonists via beta-arrestin recruitment, primary screen, imaging, U2OS cells, beta-arrestin-GFP redistribution (AID 1961) | activation, % at 10 µM, or EC50 in µM where a hit was titrated | U2OS GPR55 beta-arrestin-GFP redistribution imaging; higher % means a stronger effect | hit rate 0.048% among 290,000;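 active = activation above 40% with more than 50 cells counted in the well; inconclusive = wells holding fewer than 50 cells, flagged as toxic or sparse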;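 also: U2OS osteosarcoma cells stably expressing GPR55 and beta-arrestin-GFP; plate controls were DMSO negative control for no effect and LPI positive control for full effect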
KOR beta-arrestin-2: kappa opioid receptor activators – cell-based, luminescence, uHTS, primary screen (AID 1777); KOR beta-arrestin recruitment, luminescence; higher % means a stronger effect; one-dose activation, % at 10 µM; EC50 in µM for titrated hits; hit rate 0.02% among 280,000; in the data active = activation above about 50%, passing the limit was not always enough; also: a part of the inactive calls stands beside numbers as strong as those of hits
P. falciparum M17LAP: P. falciparum M17LAP inhibitors, primary screen, biochemical, fluorogenic H-Leu-NHMec substrate, 1536-well (AID 1619); recombinant M17LAP, H-Leu-NHMec fluorogenic kinetic assay; higher % means a stronger effect; hit rate 0.38% among 220,000; inhibition, % at 30 µM; hits with a dose series show IC50 in µM;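 active = compound inhibiting the enzyme by more than half at any dose during confirmatory dose-response retesting; inconclusive = strong single-dose inhibitors picked by rank but not retested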;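 also: plate controls were full reaction with DMSO carrier for no effect and no enzyme background for full effect; strong numbers were not always called active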
NOD1 inhibition: inhibition of NOD1-driven NF-kB reporter – cell-based, luminescence, uHTS, primary screen (AID 1578). NOD1-driven NF-kB luciferase reporter cells, luminescence; higher % means a stronger effect. one-dose inhibition, % at 4 µM; EC50 in µM for titrated hits. hit rate 1% among 290,000; in the data active = inhibition mostly above about 36%, no sharp cut-off; inactive = mostly below about 34%;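 also: HEK-293T reporter cells stimulated with the NOD1 agonist gamma-tri-DAP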
M1AAP inhibition: P. falciparum M1AAP inhibitors, biochemical, fluorogenic H-Leu-NHMec substrate, 1536-well (AID 1445); recombinant M1AAP, H-Leu-NHMec fluorogenic kinetic assay; higher % means a stronger effect; inhibition, % at 30 µM; hits with a dose series show IC50 in µM; hit rate 0.42% among 220,000;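 active = primary inhibition above the hit cutoff, then over 50% inhibition at one or more dose response concentrations, cut at about 23% in these data, passing the limit was not always enough; inconclusive = conflicting primary data, or primary hits not chosen for dose response; inactive = low primary inhibition, or under 50% at every dose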;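 also: plate controls were DMSO full reaction for no effect and no enzyme background for full effect; strong numbers were not always called active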
HEK293 NOD2/NF-kB: NOD2 signaling inhibitors, cell-based, luminescence, uHTS, HEK293 (AID 1566). HEK293 NOD2/NF-kB luciferase reporter, luminescence; higher % means a stronger effect. hit rate 0.63% among 290,000. one-dose inhibition, % at 4 µM; EC50 in µM for titrated hits; also: many of its hits are not listed in these tables
AID2073: disruptors of CaV2.2 binding to Mint1 – biochemical, HTRF (AID 2073); HTRF protein-protein interaction, Mint1-CaV2.2; higher % means a stronger effect; inhibition, % at 20 µM, or IC50 in µM where a hit was titrated; hit rate 0.19% among 290,000; in the data active = inhibition mostly above about 51%, no sharp cut-off; inconclusive = no clear call, values can overlap the other calls; inactive = mostly below about 53%; also: some results filed as inactive read as strong as hits
Dynein cargo inh cytoplasmic EGFP: also measured in Dynein cargo inh; calls as there; z-score; measured here: cytoplasmic GR-EGFP intensity; active compounds read high
Dynein cargo inh nuclear GR-EGFP: further read-out of Dynein cargo inh, marked with its call; z-score; measured here: nuclear GR-EGFP intensity;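 lower value marks the stronger effect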
Dynein cargo inh cell count: also measured in Dynein cargo inh; calls as there; z-score; measured here: cell count per field
An asterisk follows results filed as active; [ ] = remark or other dose. Rule as the data show it, unless noted: active = inhibition above about 50%; inactive = the rest. These rows are one share of the data, so the mix of outcomes need not match the whole.

`COc1ccc(-n2c(=O)[nH]cc(C(=O)Nc3ccccc3)c2=O)cc1` gave Dynein cargo inh 0.69, KOR beta-arrestin-1 9%, GPR55 beta-arrestin 0.3%, KOR beta-arrestin-2 -4.2%, P. falciparum M17LAP -7%, NOD1 inhibition -11%, M1AAP inhibition -3%, HEK293 NOD2/NF-kB 10%, AID2073 0%, Dynein cargo inh cytoplasmic EGFP -0.1, Dynein cargo inh nuclear GR-EGFP 0.47 and Dynein cargo inh cell count -0.8.
C/C(Cl)=C\Cn1c(N2CCCCCC2)nc2c1c(=O)n(C)c(=O)n2C was read as Dynein cargo inh -0.3, KOR beta-arrestin-1 -8%, GPR55 beta-arrestin -0.1%, KOR beta-arrestin-2 -4.6%, P. falciparum M17LAP 3%, NOD1 inhibition -4%, M1AAP inhibition 1%, HEK293 NOD2/NF-kB 15%, AID2073 23%, Dynein cargo inh cytoplasmic EGFP -0.071, Dynein cargo inh nuclear GR-EGFP 0.054 and Dynein cargo inh cell count -0.38.
COc1cccc(N2CC(C(=O)Nc3nnc(SCC(=O)NC4CCCC4)s3)CC2=O)c1 (centres undefined) was read as KOR beta-arrestin-1 13%, GPR55 beta-arrestin 0.0%, KOR beta-arrestin-2 2.1%, NOD1 inhibition -8%, HEK293 NOD2/NF-kB 8% and AID2073 -9%.
Screening O=C(CN1CCCCC1)N1CCN(S(=O)(=O)c2ccccc2)C1 returned Dynein cargo inh 1.4, KOR beta-arrestin-1 -14%, GPR55 beta-arrestin 0.5%, KOR beta-arrestin-2 6.2%, P. falciparum M17LAP 4%, NOD1 inhibition -3%, M1AAP inhibition -2%, HEK293 NOD2/NF-kB 0%, AID2073 -7%, Dynein cargo inh cytoplasmic EGFP -0.2, Dynein cargo inh nuclear GR-EGFP 1.1 and Dynein cargo inh cell count -0.6.
CC(C)(C)OC(=O)NCc1ccc(CNC(=O)c2[nH]cnc2C(=O)N[C@@H](Cc2ccccc2)C(=O)OCc2ccccc2)cc1 was read as KOR beta-arrestin-1 -27%[20 µM], GPR55 beta-arrestin 0.0%, KOR beta-arrestin-2 -3.2%, NOD1 inhibition -11%, HEK293 NOD2/NF-kB 1% and AID2073 19%.
For CCOc1ccc(NC(=O)CCNC(=O)C2CCN(S(=O)(=O)c3ccccc3)CC2)cc1 the results were KOR beta-arrestin-1 -40%, GPR55 beta-arrestin 0.3%, KOR beta-arrestin-2 8.8%, NOD1 inhibition -9%, HEK293 NOD2/NF-kB 3% and AID2073 -1%.
Cn1c2ccccc2c2cc(C(=O)OCC(=O)N3CC(=O)Nc4ccccc43)sc21 was read as Dynein cargo inh -0.0069, KOR beta-arrestin-1 -22%, GPR55 beta-arrestin -0.2%, KOR beta-arrestin-2 30%, P. falciparum M17LAP 3%, NOD1 inhibition -15%, M1AAP inhibition 12%, HEK293 NOD2/NF-kB 3%, AID2073 inconclusive, Dynein cargo inh cytoplasmic EGFP 9.1, Dynein cargo inh nuclear GR-EGFP 1.2 and Dynein cargo inh cell count -0.047.
COc1cccc(-c2cc(C(=O)Nc3ccc([N+](=O)[O-])cn3)c3ccccc3n2)c1 was read as Dynein cargo inh -0.94, KOR beta-arrestin-1 23%, GPR55 beta-arrestin -0.4%, KOR beta-arrestin-2 6.6%, P. falciparum M17LAP -1%, NOD1 inhibition 2%, M1AAP inhibition 9%, HEK293 NOD2/NF-kB 18%, AID2073 9%, Dynein cargo inh cytoplasmic EGFP -0.31, Dynein cargo inh nuclear GR-EGFP -0.71 and Dynein cargo inh cell count 1.
For COc1ccc(Cc2n[nH]c(=S)n2NC(=O)Nc2ccc(C)cc2)cc1 the results were Dynein cargo inh -0.77, KOR beta-arrestin-1 8%, GPR55 beta-arrestin -0.2%, KOR beta-arrestin-2 -9.2%, P. falciparum M17LAP 7%, NOD1 inhibition -30%, M1AAP inhibition 7%, HEK293 NOD2/NF-kB -26%, AID2073 -22%, Dynein cargo inh cytoplasmic EGFP -0.37, Dynein cargo inh nuclear GR-EGFP -0.39 and Dynein cargo inh cell count 0.27.
`COc1ccc(NC(=O)CCNC(=O)Cn2cnc3ccccc3c2=O)cc1OC` gave KOR beta-arrestin-1 -52%, GPR55 beta-arrestin 0.6%, KOR beta-arrestin-2 0.9%, NOD1 inhibition -32%, HEK293 NOD2/NF-kB 1% and AID2073 -9%.
COc1cc(C(=O)OC2CCN(C)CC2)cc(OC)c1OC was read as Dynein cargo inh -0.91, KOR beta-arrestin-1 0%, GPR55 beta-arrestin -0.1%, P. falciparum M17LAP -2%, NOD1 inhibition -21%, M1AAP inhibition 2%, HEK293 NOD2/NF-kB 2%, AID2073 -2%, Dynein cargo inh cytoplasmic EGFP -0.26, Dynein cargo inh nuclear GR-EGFP -0.21 and Dynein cargo inh cell count 0.092.
Cc1ccsc1C(=O)OCC(=O)N1CCc2ccccc2C1 was read as Dynein cargo inh -0.91, KOR beta-arrestin-1 -16%, GPR55 beta-arrestin 0.1%, KOR beta-arrestin-2 1.3%, P. falciparum M17LAP -6%, NOD1 inhibition -17%, M1AAP inhibition 10%, HEK293 NOD2/NF-kB -47%, AID2073 -3%, Dynein cargo inh cytoplasmic EGFP -0.29, Dynein cargo inh nuclear GR-EGFP 0.0032 and Dynein cargo inh cell count 0.13.
Screening Cc1c(Cl)cccc1NC(=S)N(CCN(C)C)C(C)c1ccccn1 (centres undefined) returned Dynein cargo inh -0.071, KOR beta-arrestin-1 -11%, GPR55 beta-arrestin -0.2%, KOR beta-arrestin-2 -2.4%, P. falciparum M17LAP -7%, NOD1 inhibition -10%, M1AAP inhibition -5%, HEK293 NOD2/NF-kB 17%, AID2073 9%, Dynein cargo inh cytoplasmic EGFP -0.23, Dynein cargo inh nuclear GR-EGFP 0.019 and Dynein cargo inh cell count 0.98.
`CCOC(=O)C1=C(C)NC(C)=C(C(=O)OC)C1c1cccc(Cl)c1Cl` (centres undefined) gave Dynein cargo inh -0.074, KOR beta-arrestin-1 17%, GPR55 beta-arrestin -0.2%, KOR beta-arrestin-2 -2.4%, P. falciparum M17LAP 5%, NOD1 inhibition 6%, M1AAP inhibition 2%, HEK293 NOD2/NF-kB 3%, AID2073 9%, Dynein cargo inh cytoplasmic EGFP -0.26, Dynein cargo inh nuclear GR-EGFP 0.15 and Dynein cargo inh cell count 0.69.
`COc1ccc(/C(C)=N/OCC(=O)Nc2nc3ccccc3s2)cc1OC` gave Dynein cargo inh -0.23, KOR beta-arrestin-1 -40%, GPR55 beta-arrestin 0.9%, KOR beta-arrestin-2 4.6%, P. falciparum M17LAP 10%, NOD1 inhibition -22%, M1AAP inhibition -1%, HEK293 NOD2/NF-kB 1%, AID2073 -13%, Dynein cargo inh cytoplasmic EGFP -0.24, Dynein cargo inh nuclear GR-EGFP -0.46 and Dynein cargo inh cell count 0.49.
`CC1CCN(S(=O)(=O)c2cccc(C(=O)N3CCN(c4ccc(F)cc4)CC3)c2)CC1` gave KOR beta-arrestin-1 10%, GPR55 beta-arrestin -0.1%, KOR beta-arrestin-2 -3.8%, NOD1 inhibition 39%, HEK293 NOD2/NF-kB 5% and AID2073 7%.
`CCCc1ccc2oc(C(=O)N3CCC(O)CC3)c(C)c2c1` gave KOR beta-arrestin-1 -34%, GPR55 beta-arrestin -0.1%, KOR beta-arrestin-2 2.6%, NOD1 inhibition 10%, HEK293 NOD2/NF-kB -20% and AID2073 4%.
For CCN(CCCNC(=O)CC(C(=O)N1CCc2ccccc21)n1ccnc1)c1ccccc1 (centres undefined) the results were Dynein cargo inh 0.62, KOR beta-arrestin-1 -11%, GPR55 beta-arrestin -0.1%, KOR beta-arrestin-2 2.8%, P. falciparum M17LAP 0%, M1AAP inhibition 3%, HEK293 NOD2/NF-kB 11%, AID2073 -19%, Dynein cargo inh cytoplasmic EGFP 0.019, Dynein cargo inh nuclear GR-EGFP 0.7 and Dynein cargo inh cell count -1.4.
CC(C)c1ccc2oc(=O)cc(CN3CCN(Cc4ccccc4)CC3)c2c1 was read as KOR beta-arrestin-1 -20%, GPR55 beta-arrestin 0.4%, KOR beta-arrestin-2 -6.2%, NOD1 inhibition 0%, HEK293 NOD2/NF-kB 8% and AID2073 0%.
CCOC(=O)C1=c2/c(=C/c3ccncc3)c(N)c(C(=O)OC)n2C(=O)C(c2ccncc2)S1 (centres undefined) was read as Dynein cargo inh 1.6, KOR beta-arrestin-1 -8%, GPR55 beta-arrestin -0.2%, KOR beta-arrestin-2 -2.9%, P. falciparum M17LAP -3%, NOD1 inhibition -21%, M1AAP inhibition 0%, HEK293 NOD2/NF-kB -7%, AID2073 14%, Dynein cargo inh cytoplasmic EGFP -0.18, Dynein cargo inh nuclear GR-EGFP 1 and Dynein cargo inh cell count -1.2.
Screening CCn1cc(CN2CCC(C(=O)Nc3ccc(Oc4ccccc4)nc3)CC2)cn1 returned KOR beta-arrestin-1 30%, GPR55 beta-arrestin 0.0%, KOR beta-arrestin-2 -1.8%, NOD1 inhibition -14%, HEK293 NOD2/NF-kB 16% and AID2073 -4%.
`Cc1ccc(NC(=O)CN(C)S(=O)(=O)c2cccc3nsnc23)cc1C` gave Dynein cargo inh -1.1, KOR beta-arrestin-1 -37%, GPR55 beta-arrestin -0.1%, KOR beta-arrestin-2 3.7%, P. falciparum M17LAP 5%, NOD1 inhibition 4%, M1AAP inhibition -1%, HEK293 NOD2/NF-kB -16%, AID2073 -3%, Dynein cargo inh cytoplasmic EGFP -0.21, Dynein cargo inh nuclear GR-EGFP -0.25 and Dynein cargo inh cell count -0.25.
Screening COc1ccc(NC(=O)/C=C/c2ccco2)cn1 returned Dynein cargo inh -0.77, KOR beta-arrestin-1 -31%, GPR55 beta-arrestin -0.4%, KOR beta-arrestin-2 2.5%, P. falciparum M17LAP 7%, NOD1 inhibition -37%, M1AAP inhibition 2%, HEK293 NOD2/NF-kB -39%, AID2073 50%, Dynein cargo inh cytoplasmic EGFP -0.45, Dynein cargo inh nuclear GR-EGFP -0.18 and Dynein cargo inh cell count 2.

Screening data (PubChem BioAssay)
